Screening results as filed in PubChem.
ABCG2 block – blocks JC-1 efflux by human ABCG2 transporter | IgMXP3 cells, flow cytometry | inhibition, % at 6.6 µM | Q9UNQ0 | 0.1% of 190,000 active | AID 1325;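 active means inhibition above 80%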;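 further: 0% = DMSO and 100% = nicardipine control wells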
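System: two drug-resistant human cell lines, ABCG2 and ABCB1; controls: nicardipine high and DMSO low controls; times: 10 min exposure at 25 °C with rotation, no wash; detection: flow cytometry of retained JC-1 fluorescence; read-out basis: percent efflux inhibition, scaled nicardipine 100% to DMSO 0%; doses: one concentration, 6.6 µM final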
Bcl-2 Bim block – human Bim-Bcl-2 interaction inhibition; Bead-based flow cytometry, Bim peptide-Bcl-2 binding; inhibition, % at 10 µM; 0.06% of 190,000 active; P10415; in the data active means inhibition above about 40%; inconclusive means no clear call, values can overlap the other calls;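 further: 0% = no compound wells with probe peptide and 100% = reference peptide inhibitor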
Target sequence (P10415 whole entry, looked up): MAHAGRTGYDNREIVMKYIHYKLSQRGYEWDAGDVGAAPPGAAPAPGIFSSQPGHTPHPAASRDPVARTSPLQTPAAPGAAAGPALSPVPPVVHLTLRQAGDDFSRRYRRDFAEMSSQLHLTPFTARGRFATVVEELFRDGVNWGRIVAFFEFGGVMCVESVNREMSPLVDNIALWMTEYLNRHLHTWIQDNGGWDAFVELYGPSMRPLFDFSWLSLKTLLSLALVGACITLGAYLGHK
Avidin bead fluor – compound fluoresces at 488/530 nm on avidin beads | compound fluorescence 488/530 nm, flow cytometry; active compounds read high | fluorescence (KMESF) at 10 µM | 0.38% of 220,000 active | AID 1775; in the data active means fluorescence above about 47; further: inactives centre near 10
ABCB1 block – human ABCB1 inhibition, ABCG2 as counter-screen. AID 1326. 0.067% of 190,000 active. inhibition, % at 6.6 µM. CCRF-Adr cells, JC-1 efflux, flow cytometry. P08183; in the data active means inhibition above about 40%;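 further: 0% = vehicle and 100% = reference inhibitor; higher value means more JC-1 retained so stronger ABCB1 efflux block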
Bim-Bcl-XL – inhibitors of Bim-Bcl-XL interaction, human; Q07817; Bim peptide-Bcl-XL binding, bead flow cytometry, fluorescence; inhibition, % at 10 µM; 0.04% of 190,000 active; AID 1007
Target sequence (Q07817 whole entry, looked up): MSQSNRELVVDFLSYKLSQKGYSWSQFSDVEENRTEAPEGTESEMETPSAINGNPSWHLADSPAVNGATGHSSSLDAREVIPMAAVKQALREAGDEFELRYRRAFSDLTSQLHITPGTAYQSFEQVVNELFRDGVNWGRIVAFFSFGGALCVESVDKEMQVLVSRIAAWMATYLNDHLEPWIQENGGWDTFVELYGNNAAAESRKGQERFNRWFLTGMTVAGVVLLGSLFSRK
RGS4-Gao reg – human RGS4-Galphao interaction regulation; Multiplexed bead flow cytometry, RGS4-Galphao binding; actives lie on both sides; binding response (% of control), % at 10 µM; 0.33% of 220,000 active; in the data active means binding response below about 49% or above about 150%; inactive means in between;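 further: fluorescent Galphao activated with aluminum fluoride binding bead-coupled RGS4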
Target sequence (P09471 whole entry, looked up): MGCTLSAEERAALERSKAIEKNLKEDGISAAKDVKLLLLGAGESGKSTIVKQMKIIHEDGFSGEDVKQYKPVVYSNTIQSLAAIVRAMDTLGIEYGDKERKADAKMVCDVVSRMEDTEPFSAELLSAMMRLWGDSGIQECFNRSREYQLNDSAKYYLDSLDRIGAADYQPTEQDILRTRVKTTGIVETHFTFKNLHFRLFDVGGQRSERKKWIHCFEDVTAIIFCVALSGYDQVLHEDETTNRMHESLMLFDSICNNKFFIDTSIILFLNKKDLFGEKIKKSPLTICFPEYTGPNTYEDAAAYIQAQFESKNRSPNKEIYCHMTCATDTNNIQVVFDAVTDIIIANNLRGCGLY
GSH bead fluor – compound fluoresces at 488/530 nm on GSH beads. fluorescence (KMESF) at 10 µM. GSH beads flow cytometry, compound fluorescence 488/530 nm; active compounds read high. 0.25% of 190,000 active. AID 1776; in the data active means fluorescence above about 89;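 further: glutathione beads carrying GST-tagged Bcl family fusion proteins plus one bare bead set; values are compound well signal with DMSO vehicle wells as background; inactives centre near 16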
Bim-Bcl-W – disrupts Bim peptide binding to human Bcl-W; Q92843; bead-based flow cytometry; inhibition, % at 10 µM; 0.02% of 190,000 active; AID 952;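 further: 0% = bound tracer without compound and 100% = peptide blocker; higher means less fluorescent Bim peptide bound to Bcl-W beads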
Bim-Bfl-1 – human Bim-Bfl-1 interaction inhibition; Bead-based flow cytometry, Bim-Bfl-1 binding inhibition; inhibition, % at 10 µM; 0.12% of 190,000 active; AID 1008;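 further: 0% = wells without compound plus tracer and 100% = blocker peptide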
Bcl-B Bim block – inhibitors of Bim-Bcl-B interaction, human | 0.073% of 190,000 active | bead-based flow cytometry, Bim peptide-Bcl-B binding | inhibition, % at 10 µM | Q9HD36;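 further: 0% = tracer peptide without compound and 100% = reference inhibitor peptide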
Target sequence (Q9HD36 whole entry, looked up): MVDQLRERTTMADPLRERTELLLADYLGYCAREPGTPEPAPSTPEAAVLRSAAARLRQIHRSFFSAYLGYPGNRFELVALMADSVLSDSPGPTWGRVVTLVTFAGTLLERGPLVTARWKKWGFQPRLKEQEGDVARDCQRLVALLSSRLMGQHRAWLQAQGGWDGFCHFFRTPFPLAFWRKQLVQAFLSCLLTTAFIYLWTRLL
RGS7-Gao reg – modulates binding of RGS7 to human Galphao; Multiplexed bead flow cytometry; actives lie on both sides; P09471; AID 1439; 0.35% of 220,000 active; binding response (% of control), % at 10 µM; in the data active means binding response below about 49% or above about 150%; inconclusive means no clear call, values can overlap the other calls; inactive means in between;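 further: fluorescent Galphao held in activated GDP-AlF4 state binding bead-coupled RGS7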
Active calls of the source: *; ? = inconclusive; nt = no result given. Unless noted, no stated cut-off is given here; in the data, active means inhibition above about 40%.

The first two entries, to show the layout:
SMILES	ABCG2 block	Bcl-2 Bim block	Avidin bead fluor	ABCB1 block	Bim-Bcl-XL	RGS4-Gao reg	GSH bead fluor	Bim-Bcl-W	Bim-Bfl-1	Bcl-B Bim block	RGS7-Gao reg
CCOc1ccc(S(=O)(=O)NCc2ccc(OC)cc2)c2cccnc12	15	0	6	1.5	-6	99	25	0	-3	-3	99
Cc1nn(Cc2c(F)c(F)c(F)c(F)c2F)c(C)c1NC(=O)c1ccc(COc2ccc(F)cc2)o1	7	2	10	2.7	0	100	11	1	0	1	102

This part in full (from the top)
SMILES	ABCG2 block	Bcl-2 Bim block	Avidin bead fluor	ABCB1 block	Bim-Bcl-XL	RGS4-Gao reg	GSH bead fluor	Bim-Bcl-W	Bim-Bfl-1	Bcl-B Bim block	RGS7-Gao reg
CCOc1ccc(S(=O)(=O)NCc2ccc(OC)cc2)c2cccnc12	15	0	6	1.5	-6	99	25	0	-3	-3	99
Cc1nn(Cc2c(F)c(F)c(F)c(F)c2F)c(C)c1NC(=O)c1ccc(COc2ccc(F)cc2)o1	7	2	10	2.7	0	100	11	1	0	1	102
CN(Cc1cn(C)nc1-c1ccc(Oc2ccccc2)cc1)Cc1cnc2ccccn12	7	-7	6	5.2	-5	103	19	0	-4	-9	105
O=[N+]([O-])c1cccc(-n2nnnc2CN2CCCCCC2)c1	7	3	15	0.4	2	95	18	3	7	-1	92
Cc1cc(C)nc(SCc2ccc3nonc3c2)n1	7	-11	11	1.1	-7	102	26	0	-12	-14	102
O=C(Oc1ccccc1N1C(=O)CCC1=O)c1ccco1	3	0	23	0.4	0	102	16	0	-2	-1	104
CCCCCCCOC(=O)c1nc(Cl)c(Cl)c(N)c1Cl	17	-13	12	0.2	-6	98	15	-4	-2	-8	95
O/N=C\c1cccn1-c1nccs1	-1	0	12	-0.3	0	101	13	0	-3	-1	101
CC(C)(C)OC(=O)N[C@@H](Cc1ccccc1)c1nnc(SCC(=O)c2ccc(Cl)cc2)o1	11	-4	8	1.8	-6	81	44	1	-8	-3	94
Cc1cccc(Cn2c(NCC(C)O)nc3c2c(=O)n(C)c(=O)n3C)c1 (stereo not given)	39	-9	37	-0.2	-7	102	24	-1	-25	-8	103
COc1ccc(C(=O)NCc2ccccn2)cc1	-1	-3	8	-0.2	-6	101	18	-4	-3	-7	98
C=CCn1c(COc2ccccc2)nnc1SCC(=O)NCC(=O)OCC	2	-10	14	0.5	-9	104	31	0	-14	-9	103
CCCS(=O)(=O)N1CCCC(C(=O)NCC2CCCO2)C1 (stereo not given)	9	-1	20	0.6	0	99	7	1	0	2	94
O=C(NCCCN1CCOCC1)C1CCC(=O)N1CCc1ccccc1 (stereo not given)	0	-9	7	-0.2	-6	104	22	-1	-11	-6	104
CC(=O)Nc1ccc(S(C)(=O)=O)c(C)c1	6	-4	2	1.4	0	98	5	-1	0	-5	98
Cc1cc(NC(=O)c2ccccc2NS(=O)(=O)c2c(C)c(C)cc(C)c2C)no1	0	-6	9	0.2	-1	101	14	0	-11	-8	97
Clc1ccc(C=NC23CN4CN(CN(C4)C2)C3)cc1	-1	-6	6	0.1	1	102	35	-3	-11	-5	101
Cc1ccc(Sc2ncccc2COC(=O)NC(C)C)cc1	3	-4	16	0.2	-4	97	10	-4	-6	-2	93
Cc1nnc(SC(C)C(=O)Nc2ccc(S(=O)(=O)N3CCCCCC3)cc2)s1 (stereo not given)	8	-4	34	2.5	-5	102	17	-4	0	-1	99
C=CCOC(=O)c1ccc(-n2cnc(C)n2)nc1	0	5	8	-0.6	0	102	24	0	8	0	101
CCOC(=O)c1ccc(N2C(=O)CC(N3CCCC(C)C3)C2=O)cc1 (stereo not given)	1	-1	8	0.6	-2	98	10	3	-10	-6	96
Cc1c(S(=O)(=O)N2CCN(C(=O)c3ccco3)CC2)c(=O)n(C)c(=O)n1C	0	-6	6	0.1	0	102	23	3	-8	-5	107
CC1Cc2ccccc2N1C(=O)C1CCCN(S(=O)(=O)c2cccc3cccnc23)C1 (stereo not given)	6	4	5	2.8	3	98	11	4	2	4	97
CCN(c1ccccc1)S(=O)(=O)c1ccc(F)c(C(=O)O)c1	0	5	34	-0.1	-1	99	25	0	0	0	100
C=CCNC(=O)COC(=O)c1ccc(Sc2nncn2C)c([N+](=O)[O-])c1	1	0	86*	0.1	0	107	5	0	-2	-1	136
Cc1[nH]nc2c1C(c1ccoc1)C(C#N)=C(N)O2 (stereo not given)	5	-1	21	1.1	-1	114	15	-4	-3	-3	111
CN(C#N)c1nccc(-c2cccs2)n1	1	-6	12	0.0	-2	111	15	-5	-4	-3	106
CC1(C)CC(=O)C2=C(C1)OC(N)=C(C#N)C2c1ccoc1 (stereo not given)	0	-6	30	0.0	-2	99	61	-4	-11	-8	95
Cc1ccc(-n2ncc3c(NNC(=O)Cc4ccccc4)ncnc32)cc1	15	-21	11	0.1	-8	99	16	-1	-11	-12	99
O=S1(=O)N=C(N2CCN(Cc3ccccc3)CC2)c2ccccc21	-3	-2	2	-1.9	-3	112	32	-2	0	0	109
COc1ccc(Nc2nnc(SC(C(=O)Nc3ccc(OC)c(Cl)c3)c3ccccc3)s2)cc1 (stereo not given)	-6	-7	2	-1.0	-4	101	5	0	0	-6	99
Cc1[nH]nc2c1C1(C(=O)Nc3ccc([N+](=O)[O-])cc31)C(C#N)=C(N)O2 (stereo not given)	2	-8	7	0.5	-5	104	17	0	-10	-5	102
CCOCCN1CCN(c2c(C)c(C)nc3cc(-c4cc(OC)cc(OC)c4)nn23)CC1	3	-2	18	6.2	-3	99	12	-1	-2	-2	108
O=C(CN1CCN(c2ccccc2F)CC1)NC(=O)NCc1ccccc1	7	0	11	1.5	1	100	17	0	-4	0	99
Cc1ccc(C)c(NC(=S)NNC(=O)c2csc3c2CCC(C)C3)c1 (stereo not given)	22	-6	13	-0.4	-10	83	39	-3	-17	-14	103
CCCCCCOC1(c2ccccc2)OC(=O)c2ccccc21 (stereo not given)	14	-9	14	1.0	-9	101	35	0	-17	-10	98
Cc1ccc(NC(=O)C(CC(C)C)NC(N)=O)cc1Cl (stereo not given)	5	16	7	0.6	25	99	9	14	18	11	100
C=CCn1c(=O)c2ccccc2n2c(SCC(=O)NCc3cccs3)nnc12	2	-5	7	0.6	0	103	7	-2	-6	-4	102
C=CCn1c(SCC(=O)NC(=O)NC2CCCC2)nnc1C1CCCCC1	4	18	4	0.7	-6	95	15	-6	2	-5	97
CCOC(=O)c1ccc(NC(=S)NC(=O)COc2ccccc2)cc1	-6	2	2	-0.8	-4	104	7	-3	0	-4	102
COc1ccccc1Nc1nc(N)nc(CN2CCc3ccccc3C2)n1	5	?	7	0.8	nt	93	30	nt	nt	nt	91
Cc1ccc([N+](=O)[O-])cc1N/C=C1\CCCCC1=O	9	5	8	0.7	-2	99	19	1	6	-22	98
Cc1ccc2cc(-c3noc(C(C)(C)C)n3)c(=O)[nH]c2c1	4	-1	40	0.8	-2	106	13	-3	-3	-1	104
COc1ccc(/C=C/C(=O)Nc2cc(S(=O)(=O)N3CCOCC3)ccc2C)cc1OC	0	-2	12	0.1	-3	103	12	-4	0	-1	100
CC1(N2CCCCC2)CC2(O)C(=[N+]1[O-])CCC/C2=N\O (stereo not given)	-2	-8	14	-0.2	-8	101	29	0	-7	-6	100
CCOc1ccc(CN2CCN(Cc3cccn3-c3ncccn3)CC2CCO)cc1 (stereo not given)	2	-1	0	0.5	-4	96	14	-4	-5	-7	91
Cc1cc(Br)cc2c(C(=O)Nc3c(C)n(C)n(-c4ccccc4)c3=O)cc(-c3cccs3)nc12	-3	-6	11	-0.9	-4	101	36	-2	-14	-7	102
COc1ccc(NC(=O)CSc2nnc(NC(=O)c3ccc(S(=O)(=O)N4CCOCC4)cc3)s2)cc1	-9	-4	7	-1.5	-3	93	4	-1	0	-4	97

Some of the entries so far, with values under each structure.
Fields – ABCG2 block, Bcl-2 Bim block, Avidin bead fluor, ABCB1 block, Bim-Bcl-XL, RGS4-Gao reg, GSH bead fluor, Bim-Bcl-W, Bim-Bfl-1, Bcl-B Bim block, RGS7-Gao reg
C=CCn1c(SCC(=O)NC(=O)NC2CCCC2)nnc1C1CCCCC1
 : 4, 18, 4, 0.7, -6, 95, 15, -6, 2, -5, 97
CCOC(=O)c1ccc(NC(=S)NC(=O)COc2ccccc2)cc1
 : -6, 2, 2, -0.8, -4, 104, 7, -3, 0, -4, 102

(next part)
SMILES	ABCG2 block	Bcl-2 Bim block	Avidin bead fluor	ABCB1 block	Bim-Bcl-XL	RGS4-Gao reg	GSH bead fluor	Bim-Bcl-W	Bim-Bfl-1	Bcl-B Bim block	RGS7-Gao reg
COc1cccc(C2CCCN2Cc2nc(-c3cnccn3)no2)c1 (stereo not given)	1	-7	9	0.2	-3	101	9	-1	-6	-5	97
CCOC(=O)C1(Cc2ccccc2C)CCCN(C(=O)CCc2cccnc2)C1 (stereo not given)	0	-2	24	-1.7	0	104	17	-2	-4	-3	107
CCOC(=O)CSc1n[nH]c(NC(=O)c2ccc(F)cc2)n1	9	1	12	0.8	2	94	20	4	-1	0	91
Cc1cc(NC(=O)CSc2ccc3nnc(-c4ccc(F)cc4)n3n2)no1	3	-2	8	0.2	0	100	15	3	0	1	102
COc1ccccc1NC(=O)c1ccc(NC(=O)CN(C)Cc2ccccc2F)cc1	13	-2	10	2.1	0	100	16	2	-2	-5	?
Cc1cccc(N2CCN(C(=O)CCn3c(=O)[nH]c4ccccc4c3=O)CC2)c1C	0	-1	36	0.5	-2	104	12	-5	-1	0	103
CCC(=O)Nc1nnc(-c2cccs2)s1	14	-4	9	0.7	-5	102	16	-4	-5	-5	?
NS(=O)(=O)c1ccc(NC(=O)COC(=O)C2(c3ccccc3F)CCCC2)cc1	10	-9	23	-0.4	-7	103	11	-5	-8	-10	100
COCCSc1ccccc1C(=O)Nc1ccccc1C(C)C	0	6	18	0.6	0	100	14	1	6	0	103
O=C(NCc1ccccc1)C(=O)Nc1nc(C23CC4CC(CC(C4)C2)C3)cs1	16	4	8	0.6	0	103	15	0	8	11	101
O=[N+]([O-])c1ccc(/C=N/Nc2ccc3ccccc3c2)o1	4	0	7	2.2	-3	95	12	-1	5	-5	94
CCCn1nnc(NC(=O)c2cc(Br)cc(Br)c2OC)n1	6	0	19	0.8	0	98	13	1	-2	0	96
CC1S/C(=N/N=C2CCCCC2)NC1=O (stereo not given)	1	4	4	0.2	-4	101	7	0	1	-2	107
CCN1CCN(c2ccc(NC(=O)c3ccc([N+](=O)[O-])o3)cc2Cl)CC1	26	5	8	3.6	0	100	18	0	4	11	95
Cc1cc(C)nc(Nc2nc3ccccc3s2)n1	10	1	14	-0.5	0	102	12	0	3	3	?
CCN(CCCNC(=O)C1CCC(=O)N1Cc1ccc(C)cc1)c1cccc(C)c1 (stereo not given)	16	-6	8	2.5	-2	83	15	0	-9	-5	99
O=C(Nc1ccc(F)cc1)c1cccnc1N1CCCCC1	7	-2	8	1.4	-4	100	19	-1	-1	1	96
C/C(=N\Nc1ccc(C(F)(F)F)cc1[N+](=O)[O-])C1CC1	22	-2	3	1.4	-5	100	6	-5	-2	-6	95
CCOC(=O)c1cc2c(=O)n3ccccc3nc2n(C(C)C)c1=NC(=O)c1c(-c2c(F)cccc2Cl)noc1C	12	28	10	12	32	102	7	22	26	-11	105
Cc1ccc(CSCCNS(C)(=O)=O)cc1	0	1	3	0.2	1	76	4	-1	-1	-2	67
CN(CC(=O)Nc1ccc(Cl)c(Cl)c1)Cc1nnc(-c2ccc(F)cc2)o1	16	-4	6	0.3	-3	94	16	-1	-5	-4	97
